Bioassay records (PubChem BioAssay)
DRD3 antagonist: D3 dopamine receptor (human) antagonism | AID 652054 | max response, negative = inhibition, % | P35462 | actives 2.5% (n = 360,000) | D3R cells, DiscoveRx beta-arrestin luminescence, antagonist mode; stronger effect = lower value; in the data active means max response below about -50%; inconclusive means no clear call, values can overlap the other calls; further: on the % scale 0 is the no-effect control and ±100 the full control effect; mostly tested at two doses, the higher about 12 µM
Target sequence (P35462 whole entry, looked up): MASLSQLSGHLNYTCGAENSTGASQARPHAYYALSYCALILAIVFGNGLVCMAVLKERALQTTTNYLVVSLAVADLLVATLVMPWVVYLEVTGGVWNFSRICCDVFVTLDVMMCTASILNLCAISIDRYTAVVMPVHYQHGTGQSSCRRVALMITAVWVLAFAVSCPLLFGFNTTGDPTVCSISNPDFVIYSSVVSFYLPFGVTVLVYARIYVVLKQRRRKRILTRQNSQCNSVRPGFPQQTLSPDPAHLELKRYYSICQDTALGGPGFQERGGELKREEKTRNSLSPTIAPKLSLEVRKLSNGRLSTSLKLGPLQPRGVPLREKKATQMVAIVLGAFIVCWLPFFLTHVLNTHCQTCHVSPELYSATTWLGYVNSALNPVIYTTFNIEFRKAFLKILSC
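Cells expressing the human receptor were seeded at 1500 cells/well, incubated overnight at 37 degrees C in 5% CO2, then exposed to library compounds with dopamine controls for 90 minutes at 37 degrees C before luminescent detection.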
KB-V1 cytotox: KB-V1 MDR subline cytotoxicity | actives 3.4% (n = 400,000) | Potency, µM (doses to about 46.1 µM), for inactives: at the top dose activity change, negative = cytotoxicity, actives largely listed as cytotoxic | KB-V1 MDR cells viability, CellTiter-Glo, 72 h | AID 1347076; further: potency means the concentration at half of the fitted maximal effect; on the % scale 0 is the no-effect control and ±100 the full control effect; nearly all actives have a fitted effect of over 60% in size
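In this primary screen, KB-V1 cells overexpressing P-gp are incubated with library compounds (lowest to highest concentration) for 72 h at 37 degrees C before a luminescent ATP viability read.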
IL-1B inflam inh: inhibitors of inflammasome signaling (IL-1 beta secretion); THP-1 LPS/ATP IL-1B secretion, AlphaLISA, 16 h; stronger effect = lower value; activity change, % at 57.5 µM; actives 4.7% (n = 360,000); in the data active means activity change below about -50%; inconclusive means mostly about -30% to -49%; further: on the % scale 0 is the no-effect control and ±100 the full control effect
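Secreted IL-1B measured by AlphaLISA bead assay after 16 h compound exposure of THP-1 cells; compounds (final up to 57.5 uM) added 1 h before LPS (250 ng/mL) and ATP (1.25 mM) stimulation; lower signal means less secretion.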
GLP1R ag: activates the human GLP-1 receptor. AID 624172. HEK293 GLP-1R CRE-luciferase, luminescence, 4-6 h; cells express a hypersensitive GLP-1R form. actives 0.007% (n = 380,000). Potency, µM (top dose mostly 45.6 µM), without a hit: at the top dose activation, hits mostly activators; further: potency means the concentration at half of the fitted maximal effect; % of control where 0% means no effect
Target sequence (P43220 whole entry, looked up): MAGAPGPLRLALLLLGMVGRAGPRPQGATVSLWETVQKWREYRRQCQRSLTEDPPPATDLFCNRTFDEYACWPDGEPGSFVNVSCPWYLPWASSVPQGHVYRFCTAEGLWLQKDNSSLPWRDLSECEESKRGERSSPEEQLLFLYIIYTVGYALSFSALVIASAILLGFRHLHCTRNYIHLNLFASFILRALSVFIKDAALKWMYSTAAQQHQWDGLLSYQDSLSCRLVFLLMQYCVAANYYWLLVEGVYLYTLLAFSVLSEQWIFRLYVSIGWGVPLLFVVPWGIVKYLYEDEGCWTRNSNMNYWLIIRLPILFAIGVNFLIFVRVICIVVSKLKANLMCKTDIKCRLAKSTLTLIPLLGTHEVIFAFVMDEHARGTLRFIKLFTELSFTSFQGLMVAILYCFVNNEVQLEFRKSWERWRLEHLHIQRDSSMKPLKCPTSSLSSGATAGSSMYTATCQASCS
KB-3-1 cytotox: KB-3-1 parental cell cytotoxicity | KB-3-1 viability, CellTiter-Glo ATP luminescence, 72 h | Potency, µM (top dose mostly 46.1 µM), for inactives: at the highest dose activity change, negative = cytotoxic, hits mostly cytotoxic | actives 1.4% (n = 400,000) | AID 1347075; further: potency means the concentration at half of the fitted maximal effect; on the % scale 0 is the no-effect control and ±100 the full control effect; nearly all actives have a fitted effect of over 60% in size
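KB-3-1 cells, DMEM (no phenol red) + 10% FBS; compound by pin transfer, 72 h, 37 °C. Readout: CellTiter-Glo luminescence after 10 min. Data normalized, curve-fitted.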
SW480 rereplic: inducers of DNA re-replication in SW480 colon cancer cells; SW480 DNA re-replication, Hoechst DNA content imaging, 48 h; Potency, µM (top dose mostly 46.1 µM), for inactives: at the highest dose re-replication activation, most hits filed as activators; actives 1.8% (n = 340,000); further: potency means the concentration at half of the fitted maximal effect; % of control where 0% means no effect; nearly all actives have a fitted effect of over 55% in size
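Image-based read-out: total Hoechst fluorescence of nuclei (405 nm excitation, 500-530 nm emission), with hits raising the fraction of high-intensity nuclei. SW480 colon cells incubated 48 hr with compounds at 37 C.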
HT1080 IDH1KD tx: kills HT-1080 cells with IDH1 knockdown. HT-1080 IDH1 knockdown viability, ATP luminescence, 48 h. Potency, µM (titrated, usually from 46.1 µM), without a hit: at the top dose activity, negative = toxicity, most hits filed as cytotoxic. actives 2% (n = 360,000);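 further: potency means the concentration at half of the fitted maximal effect; 0% = DMSO wells and -100% = cell-free medium wells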
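After a 2 h attachment period, IDH1KD HT-1080 cells took pin-transferred compound for 48 h at 37 °C; ATP-based luminescence after 10 min room-temperature reagent incubation reported viability.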
D3 ag: activates the human D3 dopamine receptor; D3R DiscoveRx beta-arrestin cells, luminescence, 90 min; max activation, %; actives 0.58% (n = 410,000); AID 652048; in the data active means max activation above about 30%; further: 0% is about no effect; mostly tested at two doses, the higher about 12 µM
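Agonist mode: compounds and dopamine controls were applied to plated cells for 90 min at 37 degrees C after an overnight attachment at 1500 cells/well. Luminescent read-out followed 30 - 60 minutes at room temperature with DiscoveRx detection reagent.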
HT1080-NT tox: kills 2HG-producing HT-1080-NT fibrosarcoma cells; HT-1080-NT fibrosarcoma viability, CellTiter-Glo ATP luminescence, 48 h; Potency, µM (titrated, usually from 46.1 µM), without a hit: at the highest dose activity, negative = less viability, hits mostly cytotoxic; actives 1.6% (n = 360,000); AID 686970;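 further: NT is the 2HG producing partner of a matched IDH1 knockdown line; potency means the concentration at half of the fitted maximal effect; 0% = DMSO-treated cells and -100% = media-only wells without cells; nearly all actives have a fitted effect of over 55% in size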
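A 48-hour cytotoxicity screen used HT-1080-NT cells plated 2 hours before compound delivery. ATP-based CellTiter-Glo luminescence measured viability, normalized to DMSO and no-cell controls.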
* = called active by the depositor; i = inactive; ? = inconclusive; . = not tested or not shown; [ ] = dose if it differs, or a comment. Unless noted, the call rests on the fitted dose curve; in most records, active means well fitted curve in the direction sought with a large enough effect; inconclusive means small, poorly fitted or top-dose-only effect, or another doubt; inactive means no such curve, though single readings can be large; an effect the other way counts as inactive or inconclusive.

SMILES	DRD3 antagonist	KB-V1 cytotox	IL-1B inflam inh	GLP1R ag	KB-3-1 cytotox	SW480 rereplic	HT1080 IDH1KD tx	D3 ag	HT1080-NT tox
Cc1ccc(NC(=O)CN(C)C(=O)c2nn(C)c(=O)c3ccccc23)cc1	8	-18%	6	5%	-3%	14%	-1%	-17	-2%
Cc1c(C(=O)N2CCC(n3nccc3NC(=O)C3CC3)CC2)[nH]c2ccc(Cl)cc12	0	2%	-13	4%	5%	13%	?	-3	-24%
CNc1nc2c(C)cccn2c(=O)c1C=NCc1ccccc1	8	0%	-20	0%	25%	-1%	19%	4	18%
N#Cc1ccccc1NS(=O)(=O)c1cc2c3c(c1)CCC(=O)N3CCC2	11	-14%	44	7%	-7%	-5%	-7%	-1	-1%
CC1CC(C)CN(S(=O)(=O)c2ccc3c(c2)oc(=O)n3CC(=O)N2CCOCC2)C1 (stereo not given)	-17	3%	-1	5%	21%	-3%	-5%	-4	7%
O=C(Nc1ccc(S(=O)(=O)N2CCOCC2)cc1)c1ccc2c(c1)OCO2	0	-14%	2	4%	-1%	-3%	-11%	-3	12%
COc1cccc(OC)c1C(=O)Nc1cccc(C(=O)Nc2cccc(C(=O)O)c2)c1	2	12%	-5	-3%	20%	3%	0%	-2	0%
O=[N+]([O-])c1ccc(N2CCOCC2)cc1SCc1ccco1	-13	0%	0	30%	-2%	0%	-8%	-10	-3%
C=CCN=C1S/C(=C\c2ccc(N(C)C)cc2)C(=O)N1CC=C	0	0%	-15	?	-11%	?	5%	-6	?
COc1c(Br)cc(Br)cc1/C=N/NC(=O)c1ccncc1	-80*	0%	75	7%	24%	13%	1%	-9	1%
CCC(CC)c1nc2ccccc2c(=O)[nH]1	0	-10%	13	4%	3%	-3%	-3%	-2	5%
COc1ccc(C2C(C(=O)Nc3cc(OC)c(OC)c(OC)c3)c3ccccc3C(=O)N2C)cc1 (stereo not given)	8	?	95	19%	?	6.5µM*	1.5µM*	-1	1.5µM*
C=CCN1C(=O)c2ccc(C(=O)N(CC)CC(=O)Nc3ccc(OC)cc3)cc2C1=O	7	25%	0	18%	7%	-576%[inhibitor]	-1%	18	11%
Cc1ccc(Oc2nc(-c3ccccc3)ncc2S(C)(=O)=O)cc1	?	-13%	-6	4%	-3%	14%	-12%	-8	-5%
CC(=O)N1CCN(S(=O)(=O)c2cccc(C(=O)OCc3ccc(F)cc3)c2)CC1	16	-24%	7	7%	-18%	.	-11%	0	-13%
COc1cc(OC)c(C(=O)Nc2cccc(C(C)=O)c2)cc1OC	18	?	?	22%	23%	3%	22%	1	27%
CCCCN(C(=O)C1CC(=O)N(c2ccc(CC)cc2)C1)c1c(N)n(CCC)c(=O)[nH]c1=O (stereo not given)	5	16%	-4	1%	-5%	3%	0%	-5	8%
O=C1C=C(NCC2CCCO2)C2(CCCCC2)O1 (stereo not given)	1	20%	5	-9%	1%	-5%	11%	8	9%
COc1ccc(OCC(=O)Nc2c3c(nn2C(C)(C)C)CS(=O)(=O)C3)cc1	1	-19%	i	13%	4%	?	16%	0	-1%
CC(NC(=O)C1c2ccccc2Oc2ccccc21)C1CCCO1 (stereo not given)	25	-8%	-3	6%	2%	-13%[1.84 µM]	1%	11	5%
Cc1nc2c(OCc3ccc(C(F)(F)F)cc3)cccn2c1N(C)Cc1cccs1	-25	?	-84*	-2%	-10%	.	26µM*	-23	?
CC(C)c1ccc(C2CC(=O)c3cnc(N4CCc5ccccc5C4)nc3C2)cc1 (stereo not given)	6	0%	20	-1%	-6%	2%	3%	-14	13%
CCc1ccc(C(=O)c2cn(CC(=O)Nc3ccc4c(c3)OCO4)c3ccc(CC)cc3c2=O)cc1	.	-25%	.	0%	0%	.	.	-6	.
COCCCNC(=O)Cc1c(C)c2c(cc(C)c3c(C(C)(C)C)coc32)oc1=O	43	5.2µM*	-3	13%	5.2µM*	2.3µM*	2.9µM*	11	4.1µM*
O=C(O)Cc1ccc(NC(=S)Nc2cccc(Cl)c2Cl)cc1	-1	0%	6	4%	-5%	1%	14%	-7	5%
O=C(COc1ccc(Cl)cc1[N+](=O)[O-])N1CCCCCC1	-16	4%	-5	14%	9%	5%	-9%	3	-9%
O=C1CCN(C(=S)NCc2ccccc2)CC1	1	?	2	-3%	-3%	-5%	2%	6	6%
CS(=O)(=O)N1CCN(C(=O)COc2ccc3ccccc3c2)CC1	10	10%	15	0%	16%	-3%	7%	16	1%
O=S(=O)(Nc1nccs1)c1ccc(NS(=O)(=O)c2cccs2)cc1	-5	7%	10	-10%	4%	-5%	2%	2	15%
O=C(CCc1nc2ccccc2c(=O)[nH]1)NCc1cccc(Cl)c1	?	-26%	44	-2%	?	-1%[9.22 µM]	?	-9	21µM*
O=C1CCCC2=C1C(c1cccc(Br)c1)n1nc(-c3ccco3)nc1N2 (stereo not given)	0	2%	-94*	-4%	2%	3%	3%	3	11%
CC1(C)CC(=O)C2=C(C1)Nc1cc3c(cc1C2c1ccc(F)cc1)OCO3 (stereo not given)	-15	-20%	0	-13%	-25%	-15%	-29%	4	-28%
CCn1cc(CN2CCC(C(=O)Nc3cccc(-c4cccc(Cl)c4)c3)CC2)c(C)n1	5	-6%	-53*	3%	-25%	?	21µM*	-4	21µM*
O=C1CCCN1C(=O)COc1ccc([N+](=O)[O-])cc1	-27	18%	16	2%	-2%	-1%	10%	1	26%
COc1cccc(NC2=C(NCCO)C(=O)c3ccccc3C2=O)c1	-9	-3%	-74*	8%	0%	?	?	-4	?
COc1cc2c(cc1OC)CN(C(=O)CCCN1C(=O)c3ccccc3C1=O)CC2	20	?	45	?	14%	-4%	-7%	2	5%
COc1ccc2nc3c(cc2c1)c(NC(=O)CC(C)C)nn3CC(C)C	-9	-8%	129	2%	12%	8.2µM*	-2%	4	1%
O=C(/C=C/c1ccc(-c2ccccc2[N+](=O)[O-])o1)c1ccc(F)cc1	3	-26%	-99*	9%	4%	-6%	-28%[9.24 µM]	-14	16µM*
COc1ccc(NC(C)=O)cc1NC(=O)c1cccc(S(=O)(=O)N2CCc3ccccc32)c1	-1	15%	-15	11%	-2%	-27%	-8%	5	-8%
Cc1ccc(F)cc1NC(=O)c1cnccn1	2	14%	0	8%	0%	-49%[inhibitor]	11%	-1	13%
COc1cccc(N2CCN(Cc3nc(N)nc(N4CCCc5ccccc54)n3)CC2)c1	?	3%	17	30%	13%	-4%	-19%	6	-25%
c1ccc(N/N=C(\Cc2ncc[nH]2)c2ccccc2)cc1	7	?	-2	4%	-6%	5%	-16%	-4	-18%
CC1CCN(C(=O)CSc2nc3c(c(=O)n2C)SCC3)CC1	3	-26%	0	6%	-4%	-17%	-3%	-20	-11%
CC1(C)CC(=O)c2sc(NS(=O)(=O)c3ccc(Br)cc3)nc2C1	1	0%	19	-2%	18%	-31%[inhibitor]	4%	6	8%
COc1ccc(-n2c(=S)[nH]c3cc(C(=O)NCc4ccccc4)ccc3c2=O)c(OC)c1	-13	-6%	-8	-1%	0%	1%	-8%	3	-27%
O=C1c2c(-c3ccc(Br)cc3)noc2CCN1Cc1cn(C2CCCC2)nn1	9	21µM*	-17	.	?	.	?	1	-21%
CCN1CCN(c2ccc(S(=O)(=O)N3CCOCC3)cc2NC(=O)c2cccc([N+](=O)[O-])c2)CC1	-1	-6%	13	20%	-3%	2%	-13%	-13	-18%
O=C(Nc1ccc(Cl)cc1)N1CCN(c2ccccc2)CC1	-2	-10%	-4	1%	1%	-13%	4%	7	6%
Cc1ccc(S(=O)(=O)NCc2ccc(N3CCN(C(=O)OC(C)(C)C)CC3)cc2)cc1	14	?	21	5%	?	-5%	-1%	12	4%
O=C(Nc1nc(-c2ccc(Cl)s2)cs1)c1ccccc1	-18	-12%	-5	-4%	0%	-2%[9.22 µM]	-19%	-8	-4%
COc1ccc(CN2CCN(c3ncccn3)CC2)c(C)c1C	-20	-20%	20	-2%	0%	-6%	-1%	71*	-15%
CCCCN(CC)c1nc(N)c(C#N)c(CC#N)c1C#N	8	0%	28	?	2%	-4%	1%	1	2%
COc1ccc(N(CC(=O)NCC2CCCO2)S(=O)(=O)c2ccc(C)cc2)cc1OC (stereo not given)	8	21µM*	-2	5%	0%	20%	-3%	-7	-5%
Cc1cccc(N2CCN(CCCNC(=O)c3ccc(NC(=O)C4=CSCCO4)cc3)CC2C)c1 (stereo not given)	?	-3%	-1	14%	-16%	?	21µM*	-24	?
CCN(CC)C(=O)Oc1cc2c(-c3cc4cccc(OC)c4o3)cc(=O)oc2cc1C	-5	-8%	-11	0%	-9%	2%	9%	5	5%
O=C(NNS(=O)(=O)c1ccc(F)cc1)C1CCCCC1	-8	-20%	7	6%	-8%	-2%	9%	-8	-1%
CC(=O)NC(NC(=S)N1CCCCCC1)C(Cl)(Cl)Cl (stereo not given)	0	0%	46	0%	-11%	-27%	-6%	-3	0%
O=C(CSc1nnc(-c2ccccc2Br)o1)N1CCN(C(=O)c2ccco2)CC1	-5	-17%	13	5%	5%	8%	4%[9.24 µM]	6	-17%

Shown with two lines to a compound: entries from further up.
Each structure is followed by: DRD3 antagonist | KB-V1 cytotox | IL-1B inflam inh | GLP1R ag | KB-3-1 cytotox | SW480 rereplic | HT1080 IDH1KD tx | D3 ag | HT1080-NT tox
- N#Cc1ccccc1NS(=O)(=O)c1cc2c3c(c1)CCC(=O)N3CCC2
  11 | -14% | 44 | 7% | -7% | -5% | -7% | -1 | -1%
- CC1CC(C)CN(S(=O)(=O)c2ccc3c(c2)oc(=O)n3CC(=O)N2CCOCC2)C1 (stereo not given)
  -17 | 3% | -1 | 5% | 21% | -3% | -5% | -4 | 7%
- O=C(Nc1ccc(S(=O)(=O)N2CCOCC2)cc1)c1ccc2c(c1)OCO2
  0 | -14% | 2 | 4% | -1% | -3% | -11% | -3 | 12%
